Anesthetic bind: qHTS Assay for Identification of Novel General Anesthetics. Potency, µM (doses to about 77.5 µM), inactives show at the highest dose activity change, negative = displacement, actives largely listed as inhibitors. 350,000 compounds, 0.074% hits. Ferritin light chain (Equus caballus), P02791. apoferritin/1-aminoanthracene competitive binding, fluorescence. AID 485281, 2010; also: potency is read from the fitted curve at half-maximal effect; % is scaled to controls: 0 for no effect and ±100 for the full control effect; nearly all actives have a fitted effect of over 20% in size
Target sequence (P02791 2-175 limits assumed): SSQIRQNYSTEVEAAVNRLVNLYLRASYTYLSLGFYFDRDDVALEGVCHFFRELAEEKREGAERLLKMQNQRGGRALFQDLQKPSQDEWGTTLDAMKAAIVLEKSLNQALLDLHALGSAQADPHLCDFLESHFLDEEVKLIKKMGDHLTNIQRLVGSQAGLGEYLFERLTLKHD
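Horse-spleen apoferritin (10 uM) was mixed with 50% saturated 1-aminoanthracene in PBS, exposed to compounds for 10 min at room temperature, and read for fluorescence (ex 380 nm, em 535 nm). Competitive displacement was fitted with a four-parameter Hill equation.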
Pol beta inh: qHTS Assay for Inhibitors of DNA Polymerase Beta | P06746 | 340,000 compounds, 1.3% hits | Pol beta primer extension/strand displacement, fluorescence kinetic | Potency, µM (series often up to 114 µM), without a hit: at the top dose activity change, negative = inhibition, usual class: inhibitors | AID 485314, 2010; also: potency is read from the fitted curve at half-maximal effect; % is scaled to controls: 0 for no effect and ±100 for the full control effect
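Enzyme-only controls used 10 nM Pol beta; buffer lacking enzyme served as negative control. Compound preincubated 15 min, then 50 nM substrate added; 0 and 10 min reads at room temperature.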
PGK inhibitor: qHTS Assay to Find Inhibitors of Phosphoglycerate Kinase | Phosphoglycerate kinase, glycosomal (Trypanosoma brucei brucei), P07378 | PGK/GAPDH coupled, Kinase-Glo luminescence, 60 min | Potency, µM (highest dose often 57.5 µM), for inactives: at the top dose activity change, negative = inhibition, hits mostly inhibitors | 380,000 compounds, 0.043% hits; also: potency is read from the fitted curve at half-maximal effect; % is scaled to controls: 0 for no effect and ±100 for the full control effect; nearly all actives have a fitted effect of over 60% in size
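Recombinant glycosomal PGK reaction used 1,3-bisphosphoglycerate generated in-well by GAPDH (100nM final) in 100mM TEA pH 7.6, 5mM MgCl2, 0.01% Tween-20. After 60 minutes at room temperature, ATP was read by Kinase-Glo Plus luminescence end-point.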
APEX1 inh: qHTS Assay for Inhibitors of the Human Apurinic/apyrimidinic Endonuclease 1 (APE1); DNA repair nuclease/redox regulator APEX1 (Homo sapiens), P27695; recombinant APE1, TAMRA/BHQ-2 abasic DNA cleavage fluorescence; Potency, µM (top dose mostly 65.8 µM), for inactives: at the top dose activity change, negative = inhibition, most hits filed as inhibitors; 350,000 compounds, 0.35% hits; AID 2517, 2012;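 also: potency is read from the fitted curve at half-maximal effect; plate controls were vehicle for no effect and reference inhibitor for full effect; nearly all actives have a fitted effect of over 55% in size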
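Measures dequenching upon AP-site incision of a 5'-TAMRA/3'-BHQ-2 THF-containing duplex, 50 nM; human APE1 0.75 nM after 15 min room-temperature exposure to compound; kinetic three-point read at one-minute spacing.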
POLK inh: qHTS for Inhibitors of Polymerase Kappa | DNA polymerase kappa (Homo sapiens), Q9UBT6 | purified Pol kappa, fluorescent DNA synthesis assay, 10 min | Potency, µM (highest dose often 107 µM), for inactives: at the top dose activity, negative = inhibition, hits mostly inhibitors | 400,000 compounds, 0.53% hits; also: potency is read from the fitted curve at half-maximal effect; % is scaled to controls: 0 for no effect and ±100 for the full control effect
Target sequence (Q9UBT6 whole entry, looked up): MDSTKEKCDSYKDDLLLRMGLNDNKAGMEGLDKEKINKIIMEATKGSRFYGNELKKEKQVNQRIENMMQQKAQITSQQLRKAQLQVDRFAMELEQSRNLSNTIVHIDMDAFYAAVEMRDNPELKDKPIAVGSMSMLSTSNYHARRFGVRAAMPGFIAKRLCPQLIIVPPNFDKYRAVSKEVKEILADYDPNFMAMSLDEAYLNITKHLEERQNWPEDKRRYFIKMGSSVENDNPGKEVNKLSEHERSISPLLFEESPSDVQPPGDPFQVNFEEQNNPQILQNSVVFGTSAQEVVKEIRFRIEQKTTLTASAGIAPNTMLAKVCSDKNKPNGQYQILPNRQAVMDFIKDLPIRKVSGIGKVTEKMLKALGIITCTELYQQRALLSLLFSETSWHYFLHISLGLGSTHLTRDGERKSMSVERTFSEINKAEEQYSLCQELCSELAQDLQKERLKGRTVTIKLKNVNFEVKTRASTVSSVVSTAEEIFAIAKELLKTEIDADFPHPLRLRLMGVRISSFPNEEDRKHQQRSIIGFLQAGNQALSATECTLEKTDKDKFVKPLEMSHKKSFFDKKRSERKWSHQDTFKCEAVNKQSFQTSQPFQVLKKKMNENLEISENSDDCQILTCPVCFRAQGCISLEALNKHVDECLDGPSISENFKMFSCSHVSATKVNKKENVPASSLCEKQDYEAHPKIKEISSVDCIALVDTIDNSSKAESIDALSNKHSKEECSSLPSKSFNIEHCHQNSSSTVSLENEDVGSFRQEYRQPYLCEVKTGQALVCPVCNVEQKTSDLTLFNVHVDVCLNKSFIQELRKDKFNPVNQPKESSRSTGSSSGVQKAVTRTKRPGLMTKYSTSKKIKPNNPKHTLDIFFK
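Kinetic fluorescence screen: compound preincubated 15 min RT with 10 nM enzyme; 50 nM substrate (final) initiates; reads at 0/10 min.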
Pol eta inh: qHTS for Inhibitors of Polymerase Eta | 390,000 compounds, 1.2% hits | AID 588591, 2011 | recombinant Pol eta, fluorescent DNA replication assay | DNA polymerase eta (Homo sapiens), Q9Y253 | Potency, µM (top dose mostly 114 µM), without a hit: at the highest dose activity change, negative = inhibition, hits mostly inhibitors; also: potency is read from the fitted curve at half-maximal effect; % is scaled to controls: 0 for no effect and ±100 for the full control effect
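Fluorescent replication assay: 50 nM final substrate added after a 15 min room-temperature compound preincubation with 10 nM enzyme. Signal taken at 0 min and again at 10 min.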
BLM inh: qHTS Assay for Inhibitors of Bloom's syndrome helicase (BLM); RecQ-like DNA helicase BLM (Homo sapiens), P54132; recombinant BLM DNA unwinding, fluorescence dequenching; Potency, µM (titrated, usually from 56.1 µM), without a hit: top-dose activity change, negative = inhibition, actives largely listed as inhibitors; 350,000 compounds, 0.2% hits; AID 2528, 2010;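 also: potency is read from the fitted curve at half-maximal effect; plate controls were vehicle for no effect and no enzyme for full effect; nearly all actives have a fitted effect of over 35% in size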
POLI inh: qHTS for Inhibitors of Polymerase Iota; DNA polymerase iota (Homo sapiens), Q9UNA4; Pol iota fluorescent replication assay, 10 min; Potency, µM (series often up to 115 µM), for inactives: top-dose activity, negative = inhibition, actives largely listed as inhibitors; 390,000 compounds, 1% hits; AID 588590, 2011; also: potency is read from the fitted curve at half-maximal effect
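Fluorescent replication assay read twice, at 0 min and 10 min after adding 50 nM (final) substrate. Enzyme (10 nM) and compounds were first incubated 15 min at room temperature; enzyme-free buffer wells were negative controls.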
RXFP1 antag: qHTS Assay for Antagonists of the Relaxin Receptor RXFP1 | HEK293-RXFP1, relaxin-stimulated cAMP HTRF, 30 min; active compounds read low | 350,000 compounds, 0.59% hits | Relaxin receptor 1 (Homo sapiens), Q9HBX9 | activity change, negative = inhibition, % at 57.5 µM | AID 1259400, 2018;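 active = activity change of -60% or lower, but not beyond a set lower limit; inconclusive = change between -60% and -40%, or beyond the set limit; inactive = change above -40%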; also: % is scaled to controls: 0 for no effect and ±100 for the full control effect
Numbers without * were called inactive; i = inactive; u = inconclusive; x = no result given; [ ] = another dose, or the depositor's remark. Unless noted, calls follow the shape of the dose curve; as a rule, active = well fitted curve in the direction sought with a large enough effect; inconclusive = small, poorly fitted or top-dose-only effect, or another doubt; inactive = no such curve, though single readings can be large; an effect the other way counts as inactive or inconclusive. Some of the compounds tested, so the mix of outcomes need not match the whole.

SMILES	Anesthetic bind	Pol beta inh	PGK inhibitor	APEX1 inh	POLK inh	Pol eta inh	BLM inh	POLI inh	RXFP1 antag
Clc1nc(NCc2ccco2)nc(N2CCCCC2)n1	-5%	-1%	-2%	-1%	-5%	-18%	-4%	29%	-8
Cc1cc(O)c2c(C)c(CC(=O)N3CCCCC3)c(=O)oc2c1	0%	-24%	-4%	x	2%	-16%	3%	7%	4
COc1ccc(CN2CCNC(=O)C2CC(=O)N(C)Cc2nccs2)c(OC)c1 (stereo not given)	-7%	42%	6%	10%	-1%	-13%	0%	-14%	2
Cc1[nH]n(-c2cccc(Cl)c2)c(=O)c1C=NCC(C)C	-1%	20%	-3%	-3%	-10%	-7%	-2%	99%[activator]	-16
C/C(=N\NC(=O)CSCc1ccc([N+](=O)[O-])cc1)c1ccccc1	u	0%	3%	-5%	-12%	-4%	-11%	-10%	-2
CCC(C(=O)N1CCC(C(N)=O)CC1)n1nc(C)n2c(cc3occc32)c1=O (stereo not given)	1%	10%	4%	28%	-6%	-23%	0%	50%[activator]	-8
O=C1N[C@H](Cc2ccccc2)COC(=O)[C@H](Cc2ccc(F)cc2)C/C=C\C[C@@H]1CC(=O)N(CCO)Cc1ccccc1	x	x	13%	-17%	-6%	-21%	x	15%	x
COC(=O)c1ccc(OCC(=O)Nc2ccccc2C(=O)NC2CC2)cc1	x	x	-1%	-5%	14%	1%	x	20%	-8
COc1ccc(OC)c(CNC(=O)Cn2ncc3c([nH]c4ccc(C)cc43)c2=O)c1	7%	4%	-7%	x	0%	-17%	-1%	-9%	4
CCCCn1c(/N=C/c2ccc(N(C)C)cc2)nc2ccccc21	-13%	-25%	-2%	9%	7%	-19%	-10%	-4%	-2
O=C(O)c1nc2cc(Cl)c(Cl)cc2[nH]c1=O	0%	x	x	3%	-3%[60.1 µM]	x	5%	x	x
CC(=O)c1c(C)nn(CC(O)COc2ccc3ccccc3c2)c1C (stereo not given)	-13%	10%	-4%	-6%	-20%	-18%	-6%	193%[activator]	-7
COc1ccc(NC(=O)CC2CCCC2)cc1S(=O)(=O)N1CCCCC1	7%	8%	-8%	4%	-4%	-16%	0%	6%	-5
O=C(CSc1nnc(-c2cnccn2)n1Cc1ccco1)Nc1ccc(Br)cc1	-18%	8%	-2%	12%	-11%	-2%	-1%	-6%	-5
Cc1cccc(N2CCN(C(=O)C3CCN(S(=O)(=O)c4cccc5cccnc45)CC3)CC2C)c1 (stereo not given)	-20%	1%	0%	-7%	-12%	-9%	-1%	3%	x
COCCn1c(=O)[nH]c2cc(C(=O)Nc3cc(OC)c(OC)c(OC)c3)ccc2c1=O	4%	-23%	0%	-26%	-12%	-9%	-5%	5%	-8
Cc1ccc(/C=N/n2c(C)nnc2C)cc1	-5%	3%	-8%	-1%	-8%	1%	-1%	3%	3
CCOC(=O)CC(/C(C)=N\O)c1ccccc1 (stereo not given)	-11%	18%	1%	1%	1%	-13%	1%	20%	2
Cc1ccccc1NCc1ccccc1O	18µM*	-1%	i	-6%	-5%	-7%	2%	-5%	-6
CN(C(=O)c1ccccc1Cl)c1ccccc1C(=O)NCc1ccccc1	-2%	-9%	-5%	49%[activator]	-11%	-9%	-5%	-5%	-8
Cc1cccc(NS(=O)(=O)c2ccc(NC(=O)N3CCCCC3)cc2)c1	-21%	28%	2%	-31%	-4%	-15%	-10%	-10%	7
Cc1cc(C)nc(-n2nc(C)c(C3(O)C(=O)Nc4ccc(F)cc43)c2N)n1 (stereo not given)	-8%	21%	1%	0%	-12%	-4%	-1%	34%[activator]	-4
CC(NC(=O)C1CCN(c2nnc(-n3cccc3)s2)CC1)C12CC3CC(CC(C3)C1)C2 (stereo not given)	-9%	u	6%	-2%	4%	3%	-3%	4%	-8
Cc1nc(CC(=O)Nc2nc(C(C)(C)C)cs2)cs1	-16%	7%	1%	2%	-2%	12%	-1%	17%	-2
C[C@@H]1CCC[C@]2(O[C@H](CCO)C[C@@H](O)[C@@H]2O)O1	x	x	2%	x	-17%	-12%	x	4%	x
O=c1c2ccccc2[nH]c(=S)n1Cc1ccc2c(c1)OCO2	-4%	27%	-4%	6%	-7%	-20%	-2%	111%[activator]	-16
CCCC1CC(=O)NC1(C(=O)OCC)C(=O)OCC (stereo not given)	x	x	0%	x	2%	-16%	x	84%[activator]	-8
CC(=O)N1CCn2c3ccc(C)cc3c3cccc1c32	-11%	-1%	1%	6%	-20%	-16%	-7%	23%	0
O=C(Nc1ccccc1Oc1ccccc1)C1CC1	-14%	-22%	0%	-1%	-16%	-11%	0%	12%	-5
CCOC(=O)C(C)/C(C)=N\Nc1ccc([N+](=O)[O-])cc1[N+](=O)[O-] (stereo not given)	u	1%	-4%	-1%	-1%	-18%	-3%	26%	-6
Nc1ccccc1SCc1ccccc1Cl	u	-11%	-3%	-4%	-9%	-11%	-8%	-21%[58.9 µM]	-7
CC(=O)NCC1CCCN(Cc2cn(-c3ccccc3F)nc2-c2cc(C)sc2C)C1 (stereo not given)	-6%	u	2%	13%	-12%	-8%	-3%	5%	0
Cc1ccc(C)c(OCCCN2CCNCC2)c1	1%	18%	-3%	-10%	0%	2%	5%	16%	-4
O=C(/C=C/c1ccc(Br)cc1)NC1CCCCCC1	-15%	23%	-3%	1%	-1%	-19%	0%	20%	-14
COc1ccc(CNC(=O)C(C)n2nc(C)n3c(cc4occc43)c2=O)cc1 (stereo not given)	-6%	39%	1%	-12%	-13%	-1%	1%	-15%	34
CCCC(=O)Nc1ccc(-c2nc3cc(C)ccc3o2)cc1	2%	4%	5%	-5%	-13%	-13%	-3%	8%	-5
COc1ccc(Cl)cc1NC(=O)Nc1cnccn1	-4%	u	-4%	30%	5%	-4%	-12%	21%	-3
Cc1cc(Nc2ccccc2F)n2nc(-c3ccccc3)nc2n1	-10%	1%	-1%	x	-8%	-7%	1%	-9%	x
COc1ccc(CCNC(=O)c2ccccc2NC(=O)C2=C(C)OCCS2)cc1OC	-9%	20%	-1%	72%	10%	-16%	-3%	17%	6
C1=CCN(Cc2ccccc2)C1	-4%	-18%	-3%	15%	-2%	1%	-2%	-18%	x
COCCNC(=O)c1onc(CSc2cccc(C)c2)c1C(=O)O	-4%	26%	-1%	15%	-21%	-20%	-3%	25%	x
CCO/C=C1/C(=O)N(c2ccccc2OC)C(=O)c2ccccc21	12%	6%	i	-8%	-25%	-7%	-13%	141%[activator]	4
CCOc1ccccc1N(CC(=O)Nc1ccc(S(=O)(=O)N2CCOCC2)cc1)S(=O)(=O)c1ccccc1	-6%	-4%	0%	0%	-6%	-10%	-7%	2%	-1
COc1cccc(CNC(=O)Cc2c(C)c3c(cc(C)c4c(C)coc43)oc2=O)c1	-2%	19%	-8%	x	-3%	-18%	3%	11%	14
Cc1cc(C(=O)N2CCN(c3ccc(F)cc3)CC2)on1	-13%	2%	-6%	1%	-2%	-19%	0%	27%	2
Cc1ccccc1C(=O)N1CCC(C(=O)OCc2ccccn2)CC1	x	x	-1%	-8%	-8%	-9%	x	52%[activator]	-19
C=CC(=O)Nc1cccc(Oc2ncnc3[nH]cc(-c4cnc5ccccc5c4)c23)c1	x	x	3%	-7%	-16%	-2%	x	-14%	x
N/C(=N\OC(=O)c1ccc2c(c1)OCO2)c1ccc(Br)cc1	-9%	51%[activator]	0%	18%	7%	-15%	0%	5%	-6

Filtered by structure: the entries above containing a COOH group (2)
SMILES	Anesthetic bind	Pol beta inh	PGK inhibitor	APEX1 inh	POLK inh	Pol eta inh	BLM inh	POLI inh	RXFP1 antag
O=C(O)c1nc2cc(Cl)c(Cl)cc2[nH]c1=O	0%	x	x	3%	-3%[60.1 µM]	x	5%	x	x
COCCNC(=O)c1onc(CSc2cccc(C)c2)c1C(=O)O	-4%	26%	-1%	15%	-21%	-20%	-3%	25%	x

Back to the main list; the three compounds before the break are reprinted first.
SMILES	Anesthetic bind	Pol beta inh	PGK inhibitor	APEX1 inh	POLK inh	Pol eta inh	BLM inh	POLI inh	RXFP1 antag
Cc1ccccc1C(=O)N1CCC(C(=O)OCc2ccccn2)CC1	x	x	-1%	-8%	-8%	-9%	x	52%[activator]	-19
C=CC(=O)Nc1cccc(Oc2ncnc3[nH]cc(-c4cnc5ccccc5c4)c23)c1	x	x	3%	-7%	-16%	-2%	x	-14%	x
N/C(=N\OC(=O)c1ccc2c(c1)OCO2)c1ccc(Br)cc1	-9%	51%[activator]	0%	18%	7%	-15%	0%	5%	-6
Cc1ccc(CNS(=O)(=O)c2ccc3c(c2)NC(=O)CO3)cc1	-9%	-2%	-6%	45%	20%	-12%	-1%	23%	23
CC1CC(C)CN(S(=O)(=O)c2ccc3c(c2)C(C)(C)C(=O)N3C)C1 (stereo not given)	-4%	14%	6%	36%	-6%	-14%	0%	-4%	25
Cc1ccc2cc(CN(CC3CCCO3)C(=S)Nc3ccccc3)c(=O)[nH]c2c1C (stereo not given)	-13%	1%	9%	2%	-6%	-16%	-7%	99%[activator]	-12
Cc1ccc(C)c(Nc2ccc(C(=O)NCCc3ccccc3)cn2)c1	-10%	u	-6%	-4%	-11%	-23%	-11%	-13%	-9
Cc1ccccc1NC(=O)CS(=O)(=O)c1cccc2nsnc12	-10%	17%	5%	x	-10%[60.1 µM]	-5%	-2%	-4%	x
Cc1cc(C(=O)NCCCN2CCCC2=O)no1	4%	5%	-7%	1%	-2%	-3%	-4%	-8%	-28
